DRD3 antagonist: qHTS of D3 Dopamine Receptor Antagonist: qHTS; D(3) dopamine receptor (Homo sapiens), P35462; D3R cells, DiscoveRx beta-arrestin luminescence, antagonist mode; hits give low values; max response, negative = inhibition, %; 2.5% of 360,000 active; AID 652054, 2013; in the data active = max response below about -50%; inconclusive = no clear call, values can overlap the other calls; also: % is scaled to controls: 0 for no effect and ±100 for the full control effect; mostly tested at two doses, the higher about 12 µM
Target sequence (P35462 whole entry, looked up): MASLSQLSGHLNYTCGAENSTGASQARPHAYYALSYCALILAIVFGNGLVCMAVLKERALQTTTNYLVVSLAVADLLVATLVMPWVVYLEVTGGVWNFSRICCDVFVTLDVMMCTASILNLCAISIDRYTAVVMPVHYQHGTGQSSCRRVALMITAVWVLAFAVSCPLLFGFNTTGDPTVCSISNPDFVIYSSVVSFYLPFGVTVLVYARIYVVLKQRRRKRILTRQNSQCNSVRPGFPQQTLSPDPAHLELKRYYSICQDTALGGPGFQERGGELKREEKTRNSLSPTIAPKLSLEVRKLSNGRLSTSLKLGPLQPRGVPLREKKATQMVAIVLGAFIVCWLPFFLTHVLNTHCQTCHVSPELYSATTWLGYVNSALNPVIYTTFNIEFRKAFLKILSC
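Cells expressing the human receptor were seeded at 1500 cells/well, incubated overnight at 37 degrees C in 5% CO2, then exposed to library compounds with dopamine controls for 90 minutes at 37 degrees C before luminescent detection.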
aSyn rescue: qHTS of alpha-syn Inhibitors | Yeast expressing alpha-synuclein, growth rescue, BacTiter-Glo, 24 h | Potency, µM (top dose mostly 46.1 µM), inactives show at the highest dose growth rescue (activation), actives largely listed as activators | 0.14% of 370,000 active; also: potency is read from the fitted curve at half-maximal effect; % of control where 0% means no effect; nearly all actives have a fitted effect of over 65% in size
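Screening used galactose-induced yeast with toxic alpha-synuclein levels, exposed to compound for 24 hr at 30 deg C. Cell growth, read with BacTiter-Glo luminescence, gave the measured signal.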
HEK293 tox: qHTS of GLP-1 Receptor Inverse Agonists: Cytotox Screen; HEK293 cAMP-luciferase reporter cells, luminescence, 24 h; Potency, µM (highest dose often 38.3 µM), without a hit: top-dose activity change, negative = inhibition, most hits filed as inhibitors; 0.13% of 410,000 active; AID 624418, 2012;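 also: loss of luciferase light is scored as toxicity; potency is read from the fitted curve at half-maximal effect; % is scaled to controls: 0 for no effect and ±100 for the full control effect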
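Step one: seed cells (200 cells/uL, DMEM with 10% Nu serum, 1% pen-strep). Step two: 12-hour incubation at 37 deg C. Step three: pin 23 nL compound, incubate 24 hr. Step four: add luciferase reagent, read luminescence 12 min later.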
KB-V1 cytotox: qHTS assay for MDR1-selective chemotherapeutics: Primary screen using the drug-selected MDR subline cells KB-V1 | KB-V1 MDR cells viability, CellTiter-Glo, 72 h | Potency, µM (titrated, usually from 46.1 µM), without a hit: at the top dose activity change, negative = cytotoxicity, most hits filed as cytotoxic | 3.4% of 400,000 active; also: potency is read from the fitted curve at half-maximal effect; % is scaled to controls: 0 for no effect and ±100 for the full control effect; nearly all actives have a fitted effect of over 60% in size
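Cytotoxicity toward P-gp-expressing KB-V1 cells was determined as loss of CellTiter-Glo luminescence after 72 h at 37 degrees C. Compounds were tested in quantitative HTS format across a concentration range, with curves fitted to normalized data.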
GLP-1R inv ag: qHTS of GLP-1 Receptor Inverse Agonists (Inhibition Mode). Glucagon-like peptide 1 receptor (Homo sapiens), P43220. HEK293 GLP-1R CRE-luciferase, luminescence, 24 h; GLP-1R form is constitutively active. Potency, µM (titrated, usually from 38.3 µM), for inactives: at the top dose activity change, negative = inhibition, hits mostly inhibitors. 1.6% of 410,000 active; also: potency is read from the fitted curve at half-maximal effect; % is scaled to controls: 0 for no effect and ±100 for the full control effect; nearly all actives have a fitted effect of over 55% in size
Target sequence (P43220 whole entry, looked up): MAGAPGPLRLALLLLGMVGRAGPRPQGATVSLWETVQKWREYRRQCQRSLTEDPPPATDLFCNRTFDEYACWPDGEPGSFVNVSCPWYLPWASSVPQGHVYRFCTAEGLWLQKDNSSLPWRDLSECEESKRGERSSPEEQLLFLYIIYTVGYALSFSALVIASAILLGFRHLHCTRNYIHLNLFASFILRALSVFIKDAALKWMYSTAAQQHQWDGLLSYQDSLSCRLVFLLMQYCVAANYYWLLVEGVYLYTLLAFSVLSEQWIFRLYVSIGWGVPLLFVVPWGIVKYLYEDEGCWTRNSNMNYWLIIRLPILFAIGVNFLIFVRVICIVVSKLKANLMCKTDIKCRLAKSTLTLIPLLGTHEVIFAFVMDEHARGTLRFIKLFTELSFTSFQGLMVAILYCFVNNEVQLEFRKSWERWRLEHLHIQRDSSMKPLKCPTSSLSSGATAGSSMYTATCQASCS
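Inverse agonism was detected as reduced cAMP-driven luciferase luminescence after 24 h compound treatment. The cells were HEK293 clones expressing constitutively active human GLP-1R with the reporter. Reporter-only and GPR119 cell lines served as counterscreen controls.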
GLP1R ag: qHTS of GLP-1 Receptor Agonists; 0.007% of 380,000 active; Glucagon-like peptide 1 receptor (Homo sapiens), P43220; HEK293 GLP-1R CRE-luciferase, luminescence, 4-6 h; cells express a hypersensitive GLP-1R form; Potency, µM (highest dose often 45.6 µM), for inactives: at the highest dose activation, hits mostly activators; also: potency is read from the fitted curve at half-maximal effect; % of control where 0% means no effect
DRD3 agonist: qHTS of D3 Dopamine Receptor Agonist: qHTS | max activation, % | D(3) dopamine receptor (Homo sapiens), P35462 | 0.58% of 410,000 active | D3R DiscoveRx beta-arrestin cells, luminescence, 90 min; in the data active = max activation above about 30%; also: 0% is about no effect; mostly tested at two doses, the higher about 12 µM
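Cells at 1500/well, incubated overnight, then treated with pinned compounds (dopamine as control) for 90 min at 37 degrees C. DiscoveRx reagent added for 30 - 60 minutes at room temperature; luminescence read.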
PTHR1 ag: qHTS for PTHR1 Agonists: Primary Screen | HEK293 GP2 PTHR1 cells, GloSensor cAMP luminescence, 1 h | Potency, µM (series often up to 115 µM), for the others: at the top dose activation, actives largely listed as activators | 0.075% of 410,000 active | AID 743266, 2014; also: potency is read from the fitted curve at half-maximal effect; nearly all actives have a fitted effect of over 55% in size; some results filed as inactive show a strong effect at the top dose; inactives centre near -15; many of its hits are not listed in these tables
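HEK-293-derived GP2 cells expressing PTHR1 and a GloSensor cAMP reporter, 3,000/well, plated overnight, given luciferin plus IBMX (each 0.5 mM as added) for 1 h at 37 °C, then compound for 1 h at 37 °C. Luminescence was read after 15 min at room temperature.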
TDP-43 yeast inh: qHTS of TDP-43 Inhibitors | TDP-43 expressing yeast growth rescue, BacTiter-Glo, 24 h | 1.8% of 410,000 active | Potency, µM (top dose mostly 46.1 µM), for the others: at the highest dose growth rescue (activation), actives largely listed as activators | AID 652104, 2013; also: potency is read from the fitted curve at half-maximal effect; % of control where 0% means no effect; nearly all actives have a fitted effect of over 50% in size
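Readout is BacTiter-Glo luminescence of cell growth, so inhibitors register as activators. TDP-43-expressing yeast at OD600=0.02 in galactose medium, after raffinose pregrowth to mid-log, were incubated with compound for 24 hr at 30 deg C.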
An asterisk follows results filed as active; i = inactive; ? = inconclusive; / = no result given; & = joins results of further samples; [ ] = remark or other dose. Unless noted, calls follow the shape of the dose curve; as a rule, active = well fitted curve in the direction sought with a large enough effect; inconclusive = small, poorly fitted or top-dose-only effect, or another doubt; inactive = no such curve, though single readings can be large; an effect the other way counts as inactive or inconclusive. This is a subset. The share of hits here may be higher or lower than overall.

nr	smiles	DRD3 antagonist	aSyn rescue	HEK293 tox	KB-V1 cytotox	GLP-1R inv ag	GLP1R ag	DRD3 agonist	PTHR1 ag	TDP-43 yeast inh
1	Cc1noc(-c2ccc(N3CCCCC3C)c([N+](=O)[O-])c2)n1 (stereo not given)	/	/	11%	?	-3%	/	1	i	?
2	CC(=O)N/C(=C\c1ccccc1)C(=O)OCCCOC(=O)/C(=C/c1ccccc1)NC(C)=O	-1	-2%	-11%	?	11%	-4%	3	i	-15%
3	CC1CCN(C(=O)CCNC(=O)c2ccccc2Cl)CC1	4	1%	-6%	?	-7%	1%	-4	-18%	3%
4	O=C(CCc1nnc(CCCc2ccccc2)o1)NCCN1CCOC1=O	-12	0%	1%	16%	13%	7%	-8	i	-17%[0.397 µM]
5	Cc1nc(N2CCCCC2C)c2c(C)c(C(=O)Nc3ccccc3C(F)(F)F)sc2n1 (stereo not given)	28	-24%	6%	-13%	?	-1%	1	-20%	14µM*
6	COc1cc2[nH]cc(C(=O)NCc3cccs3)c(=O)c2cc1OC	?	1%	-16%	-13%	0%	?	-13	i	-36%
7	CCOC(=O)CN1C(=O)C(CC)Oc2ccccc21 (stereo not given)	32	3%	1%	-21%	-2%	-12%	5	-5%[57.5 µM]	-10%
8	CNC(=S)NNC(=O)c1oc2nc(-c3ccccc3)cc(C)c2c1N	-10	-1%	36%	16%	-26%	-3%	-5	-4%	-7%
9	O=C(CN(C(=O)c1ccccc1)N1C(=O)CCC1=O)c1cccs1	1	-14%	7%	20%	15%	-12%	1	i	8%
10	CCOc1ccc(-c2c(C)nn3c(C)c(C(=O)Nc4cccc(Cl)c4C)cnc23)cc1OCC	/	/	-1%	10%	-9%	/	0	-1%	19%
11	COc1cccc(-c2nc(CS(=O)(=O)CC(=O)Nc3cccc(C(C)=O)c3)c(C)o2)c1	-4	1%	-6%&2%	-27%&-15%	-25%&-24%	10%	-5&-21	-9%&-30%	-11%&12%
12	CCOc1ccc2c(c1)C(=O)c1cc(OCC(=O)O)ccc1-2	-24	-4%	5%	?	10%	-1%	-19	-4%	-21%
13	O=C(C1=C(O)C(=O)N(CC2CCCO2)C1c1cccnc1)c1ccco1 (stereo not given)	-25	-5%	-19%	12%	11%	-4%	1	i	-2%
14	O=C(C1Cc2ccccc2CN1S(=O)(=O)c1ccc(F)cc1)N1CCCCCC1 (stereo not given)	4	7%	-12%	-22%	0%	-7%	-8	0%[57.5 µM]	10%
15	Cc1ccccc1C(=O)NCC(=O)OC1CCCCC1=O (stereo not given)	0	-4%	-12%	-17%	2%	-29%	-9	-23%	14%
16	COC(=O)c1csc(S(=O)(=O)N2CCOCC2)c1OC	14	8%	-13%	?	4%	6%	8	i	-1%
17	CC[C@@H](C)[C@H](C(CC(=O)N1CCCC1[C@@H](OC)[C@H](C)C(=O)N[C@H](Cc1ccccc1)c1nccs1)OC)N(C)C(=O)[C@H](NC(=O)[C@@H](C(C)C)N(C)C)C(C)C (stereo not given in full)	-14	0%	-17%	0.18µM*	-46%	3%	-7	0%	0%
18	CCN(C(=O)COC(=O)CCOc1ccc(C(C)(C)C)cc1)c1c(N)n(Cc2ccccc2)c(=O)[nH]c1=O	-14	-9%	-3%	-12%	14%	1%	-1	-21%	3%
19	CCCCn1c(N)c(N(CC(C)C)C(=O)CCCc2nc3ccccc3s2)c(=O)[nH]c1=O	6	1%	-13%	?	1%	-4%	-2	-9%	20%
20	O=C(Nc1ccc(F)cc1)c1cc2c(s1)CCCC2	-7	-14%	-23%	?	?	5%	-14	-35%[inhibitor]	0%
21	N#Cc1ccc(-c2nc3ccc(Br)cn3c2Cc2cccc(Cl)c2)cc1	21	-15%	-8%	-14%	13%	6%	-7	-5%	?
22	CC[C@]1(C(=O)OC)[C@H]2C(=O)N(Cc3ccccc3)C(=O)[C@H]2[C@H]2CN=C(SCc3ccc(C(=O)OC)cc3)N21	-17	2%	3%	-17%	3%	-3%	-48	-20%	20%
23	O=S(=O)(c1cccnc1)N1CCn2cccc2C1c1ccccc1F (stereo not given)	-17	0%	-7%	10%	-27%	-1%	-3	i	-11%
24	Cn1nc([N+](=O)[O-])nc1Sc1nnnn1-c1cccc(C(=O)O)c1	3	0%	5%	4%	2%	6%	1	i	11%
25	COc1ccc(C2=NN(C(=O)CCC(=O)O)C(c3ccc(Br)cc3)C2)cc1 (stereo not given)	?	1%	-6%	-5%	1%	-1%	3	-20%	/
26	Cc1nc(C)c(C(=O)N2CCCC(CCC(=O)NCc3ccc(F)c(F)c3)C2)s1 (stereo not given)	8	1%	4%	5%	14%	-1%	4	-3%	-12%[0.397 µM]
27	O=c1c2cc(NC(=S)N3CCC(N4CCCCC4)CC3)ccc2nc2n1CCCCC2	3	1%	-2%[7.66 µM]	-4%	20%[7.66 µM]	-1%	-3	i	-23%
28	O=C(O)c1cccc([N+](=O)[O-])c1C(=O)Nc1nc2ccccc2s1	-28	4%	-10%	1%	11%	-9%	-4	i	-9%
29	Cc1ccc(/C=C/c2nc3ccccc3s2)s1	-12	-20%	47%[activator]	0%	?	-12%	-1	-33%	-17%
30	COc1cc(/C=C/C(=O)OCC(=O)N2CCc3ccccc32)cc(OC)c1OC	0	-11%	3%	-9%	0%	-7%	-1	-15%	17%
31	COC(=O)[C@H](CCSC)NC(=O)N1CCN(Cc2ccccc2)CC1	23	-5%	-33%	?	2%	-6%	-10	i	-5%
32	CCn1c(SCc2ccc(C#N)cc2)nnc1-c1cccc(Cl)c1	-6	10%	2%	?	?	2%	-6	?	23%
33	COc1ccc(Cl)cc1NC(=O)Cn1c(=O)n2nc(-c3ccccc3)nc2c2ccccc21	/	/	-3%	/	-2%	/	9	i	-2%
34	CCC(=O)N1CCCC(C(=O)NCc2ccc(C(C)C)cc2)CC1 (stereo not given)	14	0%	0%	0%	6%	0%	7	i	15%
35	Cc1ccccc1NC(=O)Cn1c(=O)n(CCCCC(=O)NCc2ccccc2Cl)c(=O)c2ccccc21	/	/	-2%	6%	10%	-3%	-14	-52%[inhibitor]	4%
36	O=C(NCc1ccccc1)C12CC3CC(CC(Br)(C3)C1)C2	2	9%	-10%	12%	-26%	4%	-6	i	17%
37	Cc1ccc(C(=O)CSc2nc(N)cc(=O)[nH]2)cc1C	33	1%	3%	6%	21%	11%	0	i	-1%
38	OC(c1ccccc1)c1nc(-c2ccc3c(c2)OCO3)cs1 (stereo not given)	0	11µM*	3%	4%	-5%	20%	1	-32%[inhibitor]	20µM*
39	COc1ccccc1N(CC(=O)NCCN1CCOCC1)S(=O)(=O)c1ccccc1	-15	-14%	24%	4%	13%	5%	-12	-8%	-9%
40	COc1ccc(N(C(=O)c2cnccn2)C(C(=O)NC2CCCCC2)c2ccccc2)cc1 (stereo not given)	-1	0%	2%	-20%	?	2%	-10	?	-8%
41	O=C(Nc1cccc(NC(=O)c2ccco2)c1)c1ccc([N+](=O)[O-])cc1	-8	-1%	0%[7.66 µM]	-8%	-14%[7.66 µM]	-7%	-1	i	0%
42	CN(CC(=O)Nc1ccc(N2CCOCC2)cc1)C(=O)c1cccc(Cl)c1Cl	1	0%	9%	-1%	21%	0%	-3	-27%	-17%
43	CN1CCN(C(=O)C2=C[C@H](c3coc4ccccc4c3=O)C[C@H](OCCCCO)O2)CC1	21	7%	9%	11%	10%	1%	-18	5%	12%
44	O=C(CN1CCN(Cc2ccc(F)cc2)C1=O)NC1CCCC1	-4	0%	8%	7%	0%	-1%	-7	9%	2%
45	CCOC(=O)C1=C(C(F)(F)F)Nc2ncnn2C1c1cc(OC)c(OC)cc1OC (stereo not given)	27	2%	-14%	25%	1%	0%	1	-20%	-3%

A few values from the results shown:
For KB-V1 cytotox, CN1CCN(C(=O)C2=C[C@H](c3coc4ccccc4c3=O)C[C@H](OCCCCO)O2)CC1 has the entry 11%
For GLP1R ag, CN(CC(=O)Nc1ccc(N2CCOCC2)cc1)C(=O)c1cccc(Cl)c1Cl has the entry 0%

An excerpt of these results, in transposed form.
20. O=C(Nc1ccc(F)cc1)c1cc2c(s1)CCCC2
10. CCOc1ccc(-c2c(C)nn3c(C)c(C(=O)Nc4cccc(Cl)c4C)cnc23)cc1OCC

| Screen / compound no. | 20 | 10 |
| --- | --- | --- |
| DRD3 antagonist | -7 | / |
| aSyn rescue | -14% | / |
| HEK293 tox | -23% | -1% |
| KB-V1 cytotox | ? | 10% |
| GLP-1R inv ag | ? | -9% |
| GLP1R ag | 5% | / |
| DRD3 agonist | -14 | 0 |
| PTHR1 ag | -35%[inhibitor] | -1% |
| TDP-43 yeast inh | 0% | 19% |

Bioassay records (PubChem)
